sdo1 growth – compounds rescuing growth of sdo1-depleted yeast, bone marrow failure model; AID 817; z-score at 10 µM; S. cerevisiae sdo1-depleted JHY4D growth rescue, OD600 30 h; active compounds read high; pdr5 snq2 efflux-pump mutant strain; 0.21% of 140,000 active;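 active = z-score above 3 at both the 24 hr and the 30 hr optical density reads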;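 also: z-score against mean and SD of all compound wells on the same plate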
INS promoter inh – TRM-6 insulin promoter activity inhibition. TRM-6 cells (human fetal islet line), insulin promoter-eGFP reporter, imaging; reporter expression induced with tamoxifen. 0.9% of 130,000 active. inhibition, % at 2 µM;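 active = inhibition above the mean plus 3 SD, with well images judged a real hit on visual review, cut at about 60% in these data, passing the limit was not always enough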
sdo1 growth Rescue 24 h – further read-out of sdo1 growth, marked with its call; z-score; S. cerevisiae sdo1-depleted JHY4D growth rescue, OD600; measured here: growth rescue at 24 h;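 0 is the plate mean of compound wells and units are plate SD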
Active calls of the source: *; . = not tested or not shown.

SMILES | sdo1 growth | sdo1 growth Rescue 24 h | INS promoter inh
Cc1cccc(-n2cccc2)c1C#N | -0.3 | -0.72 | .
CC(C)(C)Cc1nnc(NC(=O)CN2C(=O)c3ccccc3C2=O)s1 | . | . | 13
Cc1ccccc1NC(=S)N(C)Cc1cccs1 | -0.27 | 0.01 | -13
N#Cc1cccc(NC(=O)COC(=O)c2cccc(N3C(=O)c4ccccc4C3=O)c2)c1 | -0.86 | 0 | 56
Cc1cc(NC(=O)C2CCCCC2)n(-c2nc3ccccc3[nH]2)n1 | -2.2 | -1.6 | 43
CCOc1ccc(Nc2ccc(N3C(=O)CCC3=O)cc2[N+](=O)[O-])cc1 | . | . | -14
O=c1c(-c2ccc(Cl)cc2)[n+]([O-])c2ccccc2n1O | 1.9 | 0.45 | -44
CCOc1ccc2nc(SCC(=O)Nc3ccc4c(c3)OCCO4)[nH]c2c1 | -0.09 | -0.71 | 43
O=C(Cn1cc2c(n1)CCCC2)Nc1ccccc1Cl | -0.22 | -0.45 | .
COc1cccc(C2C(C#N)=C(N)Oc3cc(C)[nH]c(=O)c32)c1OC (stereo not given) | 2.4 | 2.5 | .
C=CCn1c(Cc2cccs2)nnc1SCC(=O)Nc1ccc(C(=O)OCC)cc1 | -1 | -0.98 | .
CCSc1nnc(NC(=O)c2cc(C)oc2C)s1 | -0.01 | 0.31 | 14
O=C(c1ccccc1Cl)N1CCn2c1nc1ccccc12 | . | . | 12
CCCn1c(-c2cccs2)nc2ccccc21 | -1.1 | -1.2 | .
COc1ccc(N2C(=O)C3CCCN3C2c2ccc(C)cc2)cc1 (stereo not given) | 0.83 | 0.73 | .
C=CCNC(=O)CCCc1ccccc1 | 0.67 | 0.77 | .
CN1/C(=C\C=C(C#N)C#N)C(C)(C)c2ccccc21 | . | . | -65
CC1CCCC(C)N1/N=C/c1cc(Br)cc(Br)c1O (stereo not given) | -0.6 | -0.04 | .
O=c1oc2ccccc2n1CSc1nc2ccccc2s1 | -1.5 | -1 | .
COC(=O)Cc1c(C)nc2nc(-c3ccc(C)cc3)[nH]n2c1=O | 1.8 | 0.92 | -36
CCCCOc1ccc(C(=O)OC(C)CN(C)C)cc1 (stereo not given) | 0.25 | -0.6 | -50
CCCCCCCc1nc2c(=O)[nH]c3ccccc3c2o1 | . | . | -31
Cc1cccc(NC(NC(=O)c2cccnc2)C(Cl)(Cl)Cl)c1 (stereo not given) | 0.72 | 1.4 | 26
CCc1ccc2nc3sc(C(=O)O)cc3cc2c1 | . | . | -8
Cc1c(O)ccc(C(=O)COc2ccccc2F)c1O | -1.9 | -1.3 | -38
CSCCC1NC2(C(=O)Nc3c2ccc(Cl)c3C)[C@@H]2C(=O)N(C3CCCC3)C(=O)[C@H]12 (stereo not given in full) | 0.43 | 0.31 | 29
COCCNC(=O)CN(C(=O)Cn1nnc2ccccc21)c1ccc(F)c(Cl)c1 | 0.44 | 0.03 | 9
COc1ccccc1N(CN1C(=O)c2ccccc2C1=O)C(=O)c1cccnc1 | 1.5 | 1.5 | .
Cc1c(O)ccc2c(CN3CCN(CCO)CC3)cc(=O)oc12 | 0.9 | -0.44 | 17
Cc1ccc(-n2[nH]c(C)c(/C=C3/C=Nc4ccccc43)c2=O)cc1C | -0.74 | -0.41 | 43
CCCC(C)NC1=NCCCCC1 (stereo not given) | 1.2 | 1.2 | -30
COc1ccc(C(=O)N/C(=C\c2ccco2)C(=O)NC2CCS(=O)(=O)C2)cc1 (stereo not given) | . | . | 47
COc1ccc(CNC(=O)CCCCCn2c(SCC#N)nc3cc4c(cc3c2=O)OCO4)cc1 | -1.2 | -0.33 | 19
O=C(c1ccccc1[N+](=O)[O-])N1CCC(Cc2ccccc2)CC1 | -0.95 | -1.1 | 34
COc1ccc(OCCSc2ncn[nH]2)cc1 | -0.14 | 0.49 | 11
c1ccc2sc(N3CN(CCN4CCOCC4)CN(c4nc5ccccc5s4)C3)nc2c1 | -1.4 | -0.8 | .
Cc1ccc(C(=O)NCCc2cc3ccc(C)c(C)c3[nH]c2=O)cc1[N+](=O)[O-] | 0.24 | 0.85 | .
Nc1nc(N2CCOCC2)cc(=O)[nH]1 | -0.23 | -0.2 | 57
CCOC(=O)C(C)Sc1nc2c(c(=O)[nH]c(=O)n2C)n1CCc1ccccc1 (stereo not given) | -1 | -1.1 | -36
CCOC(=O)CSc1nnc(CNc2cccc(Cl)c2)n1-c1ccccc1 | -1.4 | -1.4 | -57
Cc1ccc(NC(=O)Cn2nnc(C(=O)Nc3ccc(C)c(C)c3)c2N)cc1 | -0.84 | 0.6 | 30
COc1ccc(NC(=O)CN(c2ccccc2)S(=O)(=O)N(C)C)cc1Cl | . | . | -79
CCOC(=O)Cc1cc(=O)n2[nH]c(C)c(-c3ccc(OC)cc3)c2n1 | 1.5 | 1.2 | -38
O=C(O)Cn1c(=O)cnc2ccccc21 | 0.59 | 0.61 | -43
Cc1cc(C)c2[nH]c(=O)c(CN(Cc3ccccc3)C(=S)NCCCN(C)C)cc2c1 | . | . | -120
COC(=O)c1ccc(N/C(C)=C/C(=O)c2ccc(C)o2)cc1 | 0.62 | 0.05 | -88
O=C(/C=C/c1ccccc1Cl)NCc1ccccc1 | 0.02 | 0.35 | 3
CCOC(=O)c1c(NC(=O)c2cc(C)oc2C)sc(C(=O)Nc2ccc(Cl)cc2)c1C | -0.79 | -1.3 | .
N#Cc1nc(-c2cccs2)oc1N1CCN(Cc2ccccc2)CC1 | -0.64 | 0.79 | -49
CC(=O)O/N=C/c1c(N2CCOCC2)n(C)c2ccccc12 | -1.2 | 0.02 | 29
CCN(CC)c1ccc(/C=N/NC(=S)NCc2ccccc2)cc1 | -1.2 | 0.07 | .
CC(C)Cn1c(-c2cc([N+](=O)[O-])ccc2Cl)nc2c1c(=O)[nH]c(=O)n2Cc1ccccc1 | -0.23 | -0.54 | .
CC(C)(C)OC(=O)N/N=C\c1cccnc1 | . | . | -23
O=C1c2ccccc2-c2nc3ncnn3c(-c3ccccc3)c21 | . | . | -3
CCOC(=O)Cn1nc(-c2ccc(F)cc2)oc1=O | 0.64 | 0.17 | -14
O=C(CSc1nncn1-c1ccccc1)Nc1ccc(N2CCOCC2)cc1 | 0.41 | 1.4 | -38
O=C1CC(O)(C(F)F)Oc2ccc3ccccc3c21 (stereo not given) | 0.1 | 0.49 | 24
COC(=O)Nc1sc2c(c1C(=O)NCc1ccco1)CCC2 | -1.2 | 0.14 | 69
CC(=O)Nc1ccc(C(=O)OCC(=O)c2ccc(C)c([N+](=O)[O-])c2)cc1 | 0.21 | 0.03 | .
COc1ccc(C(C(=O)NC2CCCCC2)N(Cc2cccs2)C(=O)Cc2c[nH]c3ccccc23)cc1 (stereo not given) | -0.21 | 0.55 | .

By substructure, the compounds so far with a tert-butyl group
SMILES | sdo1 growth | sdo1 growth Rescue 24 h | INS promoter inh
CC(C)(C)Cc1nnc(NC(=O)CN2C(=O)c3ccccc3C2=O)s1 | . | . | 13
CC(C)(C)OC(=O)N/N=C\c1cccnc1 | . | . | -23

Carrying on:
SMILES | sdo1 growth | sdo1 growth Rescue 24 h | INS promoter inh
C/C(=N\NC(=O)C(c1ccncc1)N1CCOCC1)c1ccc(Br)cc1 (stereo not given) | 0.58 | 0.03 | -87
CC1(c2ccccc2)NC(=O)N(CC(=O)NC(=O)NCc2ccco2)C1=O (stereo not given) | -0.16 | 0.45 | 3
COc1ccc(/C=C/C(=O)NC(=S)NN2CCCCC2c2cccnc2)cc1 (stereo not given) | -0.32 | -0.25 | -63
N#C/C(=N\Nc1cc(Cl)cc(Cl)c1)c1nnc2n1CCCCC2 | -0.89 | -1.1 | 3
O=C(c1cnn(-c2nc3ccccc3s2)c1)c1ccccc1O | 0.35 | 1.9 | .
COc1ccccc1N1CCN(C(=O)CSc2nnc(-c3ccoc3C)o2)CC1 | -0.34 | -0.74 | .
Cc1cc(Br)ccc1OCCCCNC(C)(C)C | 0.09 | 0.47 | -31
CCCSc1nc(N)c2c3c(sc2n1)CN(C)CC3 | -0.38 | -1.1 | .
COC(=O)Nc1ccc(S(=O)(=O)N2CCN(C)CC2)cc1 | 1.6 | 1.3 | -39
Cc1ccc(OCCSc2cc(C)nc(N)n2)cc1 | -0.09 | -0.18 | 0
CC(C)NC(=O)COc1ccc(Cl)cc1Cl | 0.84 | 0.51 | -6
O=C(NCCN1CCCCCC1)C1CCC(CNS(=O)(=O)c2cccc3cccnc23)CC1 (stereo not given) | 0.5 | 0.14 | .
COc1ccc(CCNc2nc(-c3cccnc3)cs2)cc1OC | -0.53 | -1.3 | 0
Clc1cccc(Cl)c1Cn1cc(Br)cn1 | -0.3 | -0.42 | -23
CCN(CC)S(=O)(=O)c1ccc(Cl)c(C(=O)Nc2cc(C)nn2-c2ccccc2C(F)(F)F)c1 | 0.4 | 0.12 | .
O=C(NC1CCS(=O)(=O)C1)c1ccccc1C(=O)c1ccccc1 (stereo not given) | 1.1 | -0.29 | -132
Cc1ccccc1S(=O)(=O)NCc1cccnc1 | 0.01 | -0.66 | 58
NC(=O)COC(=O)c1cccc(S(=O)(=O)N2CCN(c3ccc(F)cc3)CC2)c1 | . | . | 47
COCCN(C(=O)c1ccc2ccccc2c1)c1c(N)n(Cc2ccccc2)c(=O)[nH]c1=O | . | . | -4
O=S(=O)(c1ccc(C2=CSC3=NCCN23)cc1)N1CCOCC1 | 1.4 | 0.62 | .
O=C1c2ccccc2OCOc2ccccc21 | -0.62 | -0.67 | -45
O=C(COc1ccc2ccccc2c1)Nc1ccc(S(=O)(=O)N2CCCCCC2)cc1 | 0.36 | 1.4 | -69
Cc1cccc(NC(=O)c2ccc(OC3CSC3)cc2)c1 | 0.18 | 0.45 | 0
COc1cc2c(cc1NC(=O)c1ccco1)CCCC2 | -0.09 | -0.28 | -21
COc1ccccc1-n1c(=O)[nH]c2c(C(N)=O)nc(CC(C)C)nc21 | 1.2 | 0.65 | .
C=CCOc1ccccc1CNCCc1ccc(S(N)(=O)=O)cc1 | . | . | 18
O=C(NCc1ccco1)C(c1ccccc1F)N(CC1CCCO1)C(=O)Cn1nnc2ccccc21 (stereo not given) | 0.16 | -0.97 | .
COC(=O)c1cc(C(=O)OC)cc(N2C(=O)CC(N3CCN(c4ccccc4)CC3)C2=O)c1 (stereo not given) | -0.22 | -0.98 | -212
O=C(N/N=C/c1ccc(OC(=O)c2ccc3c(c2)OCO3)cc1)c1cncc(Br)c1 | -0.71 | 0.04 | -2
Cc1nn(-c2ccc(F)cc2)c2sc(C(=O)OC3CCOC3=O)cc12 (stereo not given) | -0.5 | -0.88 | .
CON(c1nc(N(C)C)nc(N(C)C)n1)S(=O)(=O)c1ccccc1Cl | -0.2 | -0.59 | -29
COCCN1C(=O)C(O)=C(C(C)=O)C1c1ccc(OC)c(OC)c1 (stereo not given) | 0.24 | 0.18 | -7
CC(=O)c1ccc(Oc2cc(-c3ccccc3)nc(-c3ccccc3)n2)cc1 | -0.09 | 1 | -38
CC1Cc2ccccc2N1CC(=O)NC(=O)NCc1ccco1 (stereo not given) | 0.06 | 0.14 | -29
Cc1ccc(C(=O)c2cc([N+](=O)[O-])ccc2N2CCN(C)CC2)cc1 | 0.06 | -1 | -33
Cc1c(NC(=O)c2ccc3c(c2)OCO3)cccc1-c1nc2ncccc2o1 | -0.3 | 0.14 | .
CCOC(=O)c1ccc(NC(=O)c2cc(S(=O)(=O)N3CCOCC3)ccc2O)cc1 | 0.5 | -0.57 | 48
O=c1nc2n(Cc3ccccc3)c3ccccc3cc-2c(=O)[nH]1 | -0.49 | -0.82 | 43
CCOC(=O)c1cc(C(C)=O)n2ccccc12 | 0.31 | -0.02 | .
C=CCn1c(C)cc(C(=O)CSc2nc3ccccc3c(=O)[nH]2)c1C | -2.8 | -1.6 | -4
CC(Sc1nncn1C)C(=O)Nc1ccccc1-c1ccccc1 (stereo not given) | -0.29 | -0.69 | .
CCOC(=O)c1c(NC(=O)C(Sc2ccccc2)c2ccccc2)sc(C(N)=O)c1C (stereo not given) | 1.1 | 2.6 | -33

Sorted by SMILES length (rising): some entries from above
SMILES | sdo1 growth | sdo1 growth Rescue 24 h | INS promoter inh
CCCSc1nc(N)c2c3c(sc2n1)CN(C)CC3 | -0.38 | -1.1 | .
CN1/C(=C\C=C(C#N)C#N)C(C)(C)c2ccccc21 | . | . | -65
Cc1ccc(C(=O)c2cc([N+](=O)[O-])ccc2N2CCN(C)CC2)cc1 | 0.06 | -1 | -33

Entries of single compounds, quoted from the list. Order of values: sdo1 growth	sdo1 growth Rescue 24 h	INS promoter inh
CCOC(=O)c1ccc(NC(=O)c2cc(S(=O)(=O)N3CCOCC3)ccc2O)cc1 is entered as 0.5	-0.57	48
CON(c1nc(N(C)C)nc(N(C)C)n1)S(=O)(=O)c1ccccc1Cl is entered as -0.2	-0.59	-29
C=CCn1c(C)cc(C(=O)CSc2nc3ccccc3c(=O)[nH]2)c1C is entered as -2.8	-1.6	-4
CC1Cc2ccccc2N1CC(=O)NC(=O)NCc1ccco1 (stereo not given) is entered as 0.06	0.14	-29
COCCN1C(=O)C(O)=C(C(C)=O)C1c1ccc(OC)c(OC)c1 (stereo not given) is entered as 0.24	0.18	-7

High-throughput results as filed in PubChem.

Some of the compounds tested. The share of hits here may be higher or lower than overall.
